# Compound activity as filed in PubChem BioAssay.
# GALR2 antag: GALR2 (human) receptor antagonism; O43603; GALR2-expressing cells, antagonist mode; inhibition, % at 4 µM; hit rate 0.39% among 140,000; AID 828; in the data active = inhibition above about 27%;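 note: cells stimulated with galanin 1-16 at roughly its EC80; 0% = agonist challenge control and 100% = basal control without agonist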
# Target sequence (O43603 whole entry, looked up): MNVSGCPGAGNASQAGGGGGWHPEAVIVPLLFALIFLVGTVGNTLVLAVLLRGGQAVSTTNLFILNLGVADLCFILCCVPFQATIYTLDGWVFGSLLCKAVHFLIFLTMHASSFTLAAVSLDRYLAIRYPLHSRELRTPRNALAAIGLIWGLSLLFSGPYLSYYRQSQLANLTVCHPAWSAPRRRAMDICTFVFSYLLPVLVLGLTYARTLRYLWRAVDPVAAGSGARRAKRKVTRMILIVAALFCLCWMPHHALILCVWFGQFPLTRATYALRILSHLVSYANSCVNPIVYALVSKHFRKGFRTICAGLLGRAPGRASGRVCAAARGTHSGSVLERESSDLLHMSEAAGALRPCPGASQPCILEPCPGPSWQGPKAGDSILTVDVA
# MRP1 act: activates MRP-1; H69AR cells + doxorubicin, viability rescue, CellTiter-Glo; hit rate 0.61% among 140,000; viability increase, % at 10 µM;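 active = viability gain under doxorubicin at or above a set limit, the compound median plus 3 SD, cut at about 4.7% in these data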;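 note: MRP-1 overexpressing cells given doxorubicin 25 µM after compound pretreatment; 18-22 h compound pretreatment then 72 h with doxorubicin before readout; 0% = doxorubicin-only wells and 100% = vehicle-treated cells without doxorubicin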
# Phagocytosis inh: blocks phagocytosis by macrophages. hit rate 0.07% among 110,000. inhibition, % at 5 µM. J774A.1 macrophage IgG-bead phagocytosis, imaging. AID 1029;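 active = inhibition above the mean of the plate negative controls plus 5 SD, cut at about 13% in these data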;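 note: phagocytic index as fraction of beads internalized from green versus red external bead signal; plate controls were DMSO negative control for no effect and cytochalasin-D positive control for full effect; some results beyond the cut were filed as inactive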
# NPY Y2 blocker: NPY-Y2 (human) receptor antagonism; inhibition, % at 2.7 µM; NPY-Y2 expressing cells, antagonist mode; hit rate 0.99% among 140,000; P49146; in the data active = inhibition above about 17%;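 note: 0% = vehicle with agonist challenge and 100% = reference antagonist with challenge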
# Target sequence (P49146 whole entry, looked up): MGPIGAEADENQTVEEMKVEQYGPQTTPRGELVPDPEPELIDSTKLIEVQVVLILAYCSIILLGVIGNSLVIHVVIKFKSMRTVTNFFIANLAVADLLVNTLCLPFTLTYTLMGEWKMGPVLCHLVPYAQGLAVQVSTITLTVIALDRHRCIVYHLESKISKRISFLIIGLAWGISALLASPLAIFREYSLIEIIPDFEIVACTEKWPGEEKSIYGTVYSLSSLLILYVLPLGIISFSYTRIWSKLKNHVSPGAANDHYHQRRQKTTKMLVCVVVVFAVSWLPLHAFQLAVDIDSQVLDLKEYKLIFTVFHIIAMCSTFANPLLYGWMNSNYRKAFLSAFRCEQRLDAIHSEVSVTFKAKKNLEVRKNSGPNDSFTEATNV
# PTEN del growth: growth suppressors of cells with PTEN tumor suppressor deletion; HCT116 PTEN-null viability, CellTiter-Glo, 60 h; hits give low values; viability, % at 10 µM; hit rate 1.2% among 140,000;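 active = viability at or below a set limit, 4 SD under the median of all tested compounds, cut at about 3.7% in these data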;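 note: PTEN knockout HCT116 line with beta catenin targeted HCT116 as companion control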
# bCat KO growth: beta-catenin-lacking colon tumor cell growth suppression. HCT116 beta-catenin knockout viability, CellTiter-Glo, 60 h; hits give low values. viability, % at 10 µM. hit rate 1.5% among 140,000;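 active = viability at or under a set limit, the compound median less 4 SD, cut at about 6% in these data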;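 note: 0% = Hyamine 1622 control at 20 µM and 100% = untreated cell control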
# E-sel TNF inh: blocks E-selectin expression induced by TNF alpha. HUVEC TNFa-induced E-selectin immunofluorescence, high content. inhibition, % at 2 µM. hit rate 0.71% among 120,000. AID 1246;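 active = inhibition above the batch mean plus 3 SD, and confirmed as a hit on visual image review, cut at about 43% in these data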;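 note: 0% = TNF-stimulated DMSO wells and 100% = unstimulated control wells; not every result past the cut was called active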
# Yeast life ext: extends the lifespan of yeast | S. cerevisiae growth with nicotinamide, OD615; deaD strain in restrictive glucose medium | inhibition of the nicotinamide effect, % at 10 µM | hit rate 0.68% among 130,000 | AID 775;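 active = inhibition above a set limit, placed 3 SD over the median of all compounds, cut at about 26% in these data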;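 note: 0% = nicotinamide-treated wells and 100% = cells grown without nicotinamide; some compounds called inactive have numbers as strong as hits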
#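 Buffer or medium: CSMM-D glucose medium, restrictive; test system: modified budding yeast, DeaD strain; compound: single dose 10 µM compound, 0.25% DMSO; schedule: culture preincubation 4 h, compound exposure 48 h, both 30 °C; detection: optical density (absorbance) at 615 nm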
# Yeast growth inh: yeast BB579 growth reduction in restrictive medium; S. cerevisiae BB579 growth, OD615, 48 h; inhibition, % at 10 µM; hit rate 0.51% among 140,000; AID 804;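 active = inhibition above a set limit, 3 SD over the mean compound inhibition, cut at about 44% in these data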; note: inactives centre near -24
#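 System: Saccharomyces cerevisiae DeaD strain BB579, replicative lifespan model yeast | Buffer or medium: Restrictive glucose-based CSMM-D medium | Times: 4 h preincubation and 48 h exposure at 30 °C | Detection: OD615 turbidity measurement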
# Measles CPE: protection of cells from measles virus. Measles virus-infected cells, CPE protection, absorbance. protection (pct of control), % at 4 µM. hit rate 1.5% among 140,000. AID 841; in the data active = protection mostly above about 24%, no sharp cut-off; inactive = mostly below about 26%; note: some compounds called inactive have numbers as strong as hits
# Starred values were filed as active, the others as inactive; · = no result given. Random draw from the library (roughly 6.3% active in at least one column).
No.	compound	GALR2 antag	MRP1 act	Phagocytosis inh	NPY Y2 blocker	PTEN del growth	bCat KO growth	E-sel TNF inh	Yeast life ext	Yeast growth inh	Measles CPE
1	CCOc1ccc(NC(=O)C2CCN(S(=O)(=O)c3c(C)n[nH]c3C)CC2)cc1	-15	-1.0	0	1	80	93	·	-13	-33	11
2	Clc1ccccc1OCc1nc(-c2ccc(Br)o2)no1	3	-3.3	0	6	111	105	3	-14	-14	26
3	CC(=O)NC(c1cccc([N+](=O)[O-])c1)c1c(OC(C)=O)ccc2ccccc12 (stereo not given)	0	-3.6	·	4	89	97	-1	·	-37	10
4	COc1ccc(O)c(/C=N/NC(=O)CSc2nnc(C)n2-c2ccccc2)c1	4	-1.1	·	5	14	14	-8	-16	-27	5
5	COc1ccc(Br)cc1/C=N/NC(=O)C(c1ccncc1)N1CCOCC1 (stereo not given)	0	-4.1	·	4	82	84	·	7	-4	17
6	CCOC(=O)c1cnc(-n2nc(C)cc2C)nc1Nc1ccc(OC)cc1	-8	0.7	0	4	67	55	-40	-13	-40	5
7	CC(=O)OCCn1c(Br)nc2c1c(=O)[nH]c(=O)n2C	8	-0.5	2	3	101	99	-9	-5	1	4
8	Cn1c(SCc2ccc(C(=O)Nc3nccs3)cc2)nnc1-c1ccccc1	-16	-4.5	-3	4	86	87	15	-8	-12	10
9	CCN(CC)S(=O)(=O)c1ccc(NCc2ccccc2)nc1	2	-0.8	3	4	92	91	14	-5	-51	13
10	COc1ccc(CCN(C(=O)c2cccc(F)c2)C2CC(=O)N(c3ccc(OC)cc3)C2=O)cc1 (stereo not given)	7	0.1	-1	2	93	93	-70	-8	-15	8
11	Cc1ccc(-n2nnc3c(=O)n(CC(=O)N4CCC(C)CC4)cnc32)cc1	3	-2.4	0	4	84	87	1	-5	43*	9
12	COc1cc(OC)cc(C(=O)N2CCN(Cc3ccccc3C(F)(F)F)CC2)c1	-4	-2.1	-5	2	83	90	·	3	0	20

# 6 successive entries already listed, for reference:
No.	compound	GALR2 antag	MRP1 act	Phagocytosis inh	NPY Y2 blocker	PTEN del growth	bCat KO growth	E-sel TNF inh	Yeast life ext	Yeast growth inh	Measles CPE
7	CC(=O)OCCn1c(Br)nc2c1c(=O)[nH]c(=O)n2C	8	-0.5	2	3	101	99	-9	-5	1	4
8	Cn1c(SCc2ccc(C(=O)Nc3nccs3)cc2)nnc1-c1ccccc1	-16	-4.5	-3	4	86	87	15	-8	-12	10
9	CCN(CC)S(=O)(=O)c1ccc(NCc2ccccc2)nc1	2	-0.8	3	4	92	91	14	-5	-51	13
10	COc1ccc(CCN(C(=O)c2cccc(F)c2)C2CC(=O)N(c3ccc(OC)cc3)C2=O)cc1 (stereo not given)	7	0.1	-1	2	93	93	-70	-8	-15	8
11	Cc1ccc(-n2nnc3c(=O)n(CC(=O)N4CCC(C)CC4)cnc32)cc1	3	-2.4	0	4	84	87	1	-5	43*	9
12	COc1cc(OC)cc(C(=O)N2CCN(Cc3ccccc3C(F)(F)F)CC2)c1	-4	-2.1	-5	2	83	90	·	3	0	20

# The list goes on:
No.	compound	GALR2 antag	MRP1 act	Phagocytosis inh	NPY Y2 blocker	PTEN del growth	bCat KO growth	E-sel TNF inh	Yeast life ext	Yeast growth inh	Measles CPE
13	CN(C)/C=N/c1cc(=O)[nH]c(=O)n1CC1CC1	5	-1.8	·	1	106	99	21	6	-22	1
14	CCCCCSc1nc(N2CCOCC2)c2c(c1C#N)CC(C)(C)OC2	3	-3.6	0	1	69	80	-2	0	-32	11
15	CC(=O)c1cn(CC(=O)Nc2c(C)cccc2C)c2ccccc12	14	-1.2	·	10	55	38	12	47	-17	5
16	Cn1c(C2CC(=O)N(Cc3ccccc3)C2)nc2ccccc21 (stereo not given)	5	-0.9	-1	0	97	93	7	-11	2	19
17	Cc1ccc(S(=O)(=O)N2CCN(CC(=O)Nc3ccc([N+](=O)[O-])cc3)CC2)cc1C	8	-4.0	-7	0	82	89	·	2	-19	18
18	Cc1ccc(S(=O)(=O)N(CC(=O)NCCSC2CCCCC2)c2ccccc2F)cc1	1	-2.7	·	2	99	94	17	1	-10	6
19	C=C(C)CNC(=S)N/N=C(\C)c1ccc(-n2ccnc2)cc1	-5	-0.6	-2	4	93	88	6	8	-30	1
20	CCS(=O)(=O)n1nc(-c2ccccc2)nc1SC	1	0.7	0	3	93	96	18	-8	-7	3
21	O=C(Nc1ccccc1-c1ccccc1)c1cccc(C(F)(F)F)c1	-5	1.4	-9	6	79	80	-8	-3	-3	3
22	O=C(/C=C/c1ccc(F)cc1)Nc1cc(S(=O)(=O)N2CCOCC2)ccc1N1CCCC1	-3	-3.5	-6	3	75	87	46	6	-39	27
23	O=C(CSc1nc2c(cnn2-c2ccc(F)cc2)c(=O)[nH]1)Nc1nccs1	6	-1.4	·	5	95	98	-11	2	-10	3
24	Cc1cc(C(=O)CSc2nc3ccccc3n2C)c(C)n1C	16	0.1	0	3	97	97	-4	-11	-61	3
25	CCOC(=O)c1cc2sc(C)cc2n1CC(=O)Nc1ccc2c(c1)OCCO2	-2	-3.1	-2	3	18	24	·	-7	-68	·
26	COc1ccc(C2C(C(C)=O)=C(O)C(=O)N2C)c(OC)c1 (stereo not given)	14	-0.1	-1	3	106	100	-1	·	-11	12
27	CNC(=O)COC(=O)/C=C/c1c(C)nn(-c2ccccc2)c1C	-3	-1.1	-15	0	91	77	·	-3	-8	6
28	CN1CCN(C(=O)c2ccc(COc3ccc(C(C)(C)C)cc3)o2)CC1	1	-3.5	·	4	42	30	8	6	-21	4
29	Cc1ccn(C(=O)c2cc3cc(Cl)ccc3oc2=O)n1	-9	-1.1	1	6	101	102	14	-8	-27	27
30	CCC(=O)Oc1ccc(-c2cnc3ccccc3n2)cc1	2	-2.0	-3	2	72	72	-14	-13	-37	13
31	CCOc1ccc(OCCOc2cccc(C(F)(F)F)c2)cc1	-2	-1.4	6	8	87	87	-37	-19	-13	2
32	COCCn1c(C)cc(C(=O)CSc2nc3ccccc3c(=O)n2Cc2ccco2)c1C	1	0.0	-4	7	57	70	-5	-4	-25	18
33	COC(=O)N/N=C/c1ccc([N+](=O)[O-])o1	0	-5.3	·	4	71	67	-11	·	-8	5
34	CCOC(=O)c1sc2nc3c(cc2c1N)COC(C)(CC)C3 (stereo not given)	11	-2.9	·	0	72	77	23	-28	-18	35
35	O=C(NC1C=CS(=O)(=O)C1)c1sc2ccccc2c1Cl (stereo not given)	-2	-5.0	2	9	6	8	13	-5	-17	3
36	COc1ccc(/C=N/NC(=O)c2cccc(NC(=O)c3ccccc3)c2)c(C(=O)O)c1OC	6	-1.1	-9	3	96	99	-18	0	-41	6
37	CCCn1c(=O)c(C(=O)NCc2ccc(OC)c(OC)c2)c(O)c2ccccc21	2	1.3	0	-3	72	62	15	-2	-11	9
38	COc1ccccc1/C=N\Nc1cc(C)nc(-n2nc(C)cc2C)n1	-4	3.4	-11	2	2.6*	3.9*	4	-7	-41	11
39	O=C(NCc1ccccc1)c1cccc(COc2ccccc2Cl)c1	6	0.1	-2	1	85	84	-38	-12	-27	17
40	Cc1ccc(C2C3=C(NCCN=C3c3ccccc3)C(=O)N2c2ccccc2)cc1 (stereo not given)	8	-2.0	0	4	63	54	-9	-6	-5	24
41	O=C(NCc1ccccc1Cl)c1ccc(Cn2cc(C(F)(F)F)ccc2=O)cc1	13	-1.4	·	-1	85	81	15	-7	-25	6
42	O=C(COC(=O)c1ccc(S(=O)(=O)Nc2ccccc2)cc1)NCc1ccco1	-3	-1.3	0	-1	98	100	-3	-3	-60	5
43	Cc1cc(OCCOCCNC(C)C)cc(C)c1Cl	-8	-3.5	0	2	17	5.6*	·	-3	-26	25
44	CCOC(=O)c1cnc(SC2CCc3ccccc3C2=O)nc1N (stereo not given)	10	-1.6	0	6	76	106	7	-18	-5	18
45	CCN(CC)c1ccc(NC(=O)COC(=O)c2cccs2)cc1	0	-1.1	2	5	94	98	·	-21	-19	4
46	COC(=O)c1ccc(CSc2nc3ccccc3c(=O)n2Cc2ccco2)o1	1	-0.2	-1	7	75	74	-4	-5	-18	26
47	CN(C)Cc1c(O)ccc2c3c(c(=O)oc12)CCCCC3	-9	-1.7	·	3	91	99	16	22	-24	33
48	O=C(Nc1ccccc1Cl)c1ccn[nH]1	4	2.4	·	1	92	99	8	-21	-8	8

# Compound profiles (already shown):
# `CN(C)Cc1c(O)ccc2c3c(c(=O)oc12)CCCCC3` across the screens: GALR2 antag: -9; MRP1 act: -1.7; Phagocytosis inh: ·; NPY Y2 blocker: 3; PTEN del growth: 91; bCat KO growth: 99; E-sel TNF inh: 16; Yeast life ext: 22; Yeast growth inh: -24; Measles CPE: 33
# `Cc1cc(OCCOCCNC(C)C)cc(C)c1Cl` across the screens: GALR2 antag: -8; MRP1 act: -3.5; Phagocytosis inh: 0; NPY Y2 blocker: 2; PTEN del growth: 17; bCat KO growth: 5.6*; E-sel TNF inh: ·; Yeast life ext: -3; Yeast growth inh: -26; Measles CPE: 25
# `O=C(Nc1ccccc1Cl)c1ccn[nH]1` across the screens: GALR2 antag: 4; MRP1 act: 2.4; Phagocytosis inh: ·; NPY Y2 blocker: 1; PTEN del growth: 92; bCat KO growth: 99; E-sel TNF inh: 8; Yeast life ext: -21; Yeast growth inh: -8; Measles CPE: 8

# (next part)
No.	compound	GALR2 antag	MRP1 act	Phagocytosis inh	NPY Y2 blocker	PTEN del growth	bCat KO growth	E-sel TNF inh	Yeast life ext	Yeast growth inh	Measles CPE
49	CCCn1c(CN2CCCCC2C)nc2c1c(=O)n(C)c(=O)n2C (stereo not given)	16	-1.4	-1	4	73	77	4	-3	-32	12
50	Cc1[nH]ncc1N=Cc1ccc([N+](=O)[O-])cc1	-6	-2.2	-2	1	95	90	34	0	-9	14
51	COc1ccccc1-c1nnc(SCC(=O)NCc2c(C)c(Cl)cc(C(C)C)c2O)o1	-8	-1.0	1	-4	44	56	-38	-10	-38	14
52	COc1cc2c(cc1OC)C(C(=O)N1CCN(c3ccccn3)CC1)C(c1cccs1)N(C)C2=O (stereo not given)	4	-3.4	·	2	87	96	·	-21	-30	7
53	N/C(Cc1ccc([N+](=O)[O-])cc1)=N\OC(=O)c1ccccc1Br	10	-3.4	·	5	86	81	-11	-5	-24	7
54	CCOC(=O)CCCCC(=O)c1[nH]c(=O)[nH]c1CSc1nc(C)cc(C)n1	-7	-0.7	-1	0	96	99	·	-9	-48	7
55	CCOC(=O)c1nn(-c2ccc(Cl)cc2)c2nnc(Cc3ccc(C)cc3)c(=O)n12	-6	-2.8	-4	4	86	88	2	6	2	1
56	CCC(C)NC(=O)Nc1ccc2c(c1)N(C)C(=O)c1ccccc1S2 (stereo not given)	-3	-1.5	0	2	90	84	-14	-4	-72	9
57	CNC(=S)N=Nc1c(O)[nH]c2ccccc12	-3	-1.9	-3	7	84	77	·	-1	-15	8
58	CN(C)/C=C1\N=C(c2cccs2)OC1=O	-1	1.2	-1	2	113	96	·	-12	-41	4
59	COc1ccc2c(c1)[nH]c1c(=O)n(N)cnc12	9	-3.4	-7	1	84	82	·	-3	5	3
